Compound activity: PubChem, several laboratories
LMPTP block: LMPTP (human) inhibition. P24666. recombinant LMPTP-A, OMFP fluorogenic substrate, fluorescence intensity. inhibition, % at 20 µM. 360,000 compounds, 0.22% hits. AID 651560;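 active means compounds that cut the enzyme signal by at least half of the control window in the single-dose screen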;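 further: plate controls were DMSO wells with enzyme plus substrate for no effect and substrate without enzyme for full effect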
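Buffer or medium: Bis-Tris pH 6.0, DTT, detergent; Assay system: LMPTP-A enzyme; Quantity: 0.625 nM enzyme; Detection: endpoint fluorescence intensity; Times: 50 min dark incubation at room temperature; Controls: substrate-only low control, DMSO enzyme-plus-substrate high control; Doses: single 20 µM dose; Read-out: percent inhibition versus substrate-only and uninhibited controls; Reagent: 400 µM OMFP.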
MsrA inhibitor: inhibits bovine methionine sulfoxide reductase A. 360,000 compounds, 0.75% hits. AID 651718. purified bovine MsrA, absorbance read-out. inhibition, % at 15.5 µM; in the data active means inhibition above about 4.5%;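 further: 0% = vehicle wells with enzyme and 100% = reference inhibitor wells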
SUMO1-SIM PPI: SUMO1-SIM interaction modulation; inhibition, % at 20 µM; SUMO1 binding to a labelled peptide, TR-FRET, 1 h; 360,000 compounds, 0.33% hits; P63165; in the data active means inhibition above about 37%
CSN inh: blocks human CSN-mediated cullin deneddylation. Q92905. Purified CSN, SCF-Nedd8-OG deneddylation, fluorescence polarization. inhibition, % at 12.5 µM. 360,000 compounds, 0.38% hits. AID 651999;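 active means pattern-corrected inhibition above about 35%, with an unprinted fluorescence ratio check between 0.5 and 1.5, limit read from the data, passing the limit was not always enough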;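 further: 0% = enzyme with substrate and 100% = substrate without enzyme; some results filed as inactive read as strong as hits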
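Assay system: purified human Csn5 enzyme expressed in HEK293T cells; Input: 0.24 nM Csn5 enzyme, final concentration; Reagent: 10 nM SCFSkp2-Nedd8OG; Compound dosing: 12.5 µM single point; Times: reaction 90 min, room temperature; Technique: fluorescence polarization readout.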
STEP block: inhibitors of human striatal-enriched phosphatase STEP; recombinant STEP, OMFP fluorogenic substrate, fluorescence; inhibition, % at 20 µM; 360,000 compounds, 0.25% hits; AID 588621;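 active means inhibition at 20 µM, scaled per plate between control wells, above about 37%, limit read from the data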;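 further: 0% = DMSO with enzyme and substrate and 100% = substrate only without enzyme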
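System: STEP (striatal-enriched tyrosine phosphatase) enzyme, cell-free; medium: Bis-Tris pH 6.0 buffer with DTT, detergent; dosing: 20 µM, 1% DMSO; times: reaction 20 min, ambient temperature; detection: fluorescence, 480/540 nm; read-out basis: normalized % inhibition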
TbMetRS inhib: blocks T. brucei methionyl-tRNA synthetase activity. purified T. brucei MetRS, ATP depletion, Kinase-Glo luminescence. inhibition, % at 11.9 µM. 360,000 compounds, 0.4% hits. AID 624268;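 active means inhibition above a per-plate cutoff of the control wells' mean inhibition plus 3 SD, cut at about 5.5% in these data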;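 further: 0% = DMSO wells median and 100% = median of wells with control inhibitor compound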
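Test system: purified T. brucei MetRS enzyme. Also added: ATP, methionine and E. coli bulk tRNA substrates. Compound: 11.9 µM single point. Schedule: 15 min enzyme-compound preincubation, 2 h reaction, 10 min detection, 25 °C. Signal: luciferase luminescence of residual ATP, Kinase-Glo. Evaluation: percent inhibition versus plate control medians. Controls: DMSO wells, low control.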
Rpn11 inh: Rpn11 (human) deubiquitinase inhibition | 360,000 compounds, 0.59% hits | O00487 | human 26S proteasome, Ub4-pepOG fluorescence polarization; 20S core pre-blocked with epoxomicin | calls only at 20 µM;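 active means inhibition at 20 µM, scaled to each plate's controls, above about 33%, limit read from the data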
DNMT1 block: blocks human DNA methyltransferase DNMT1. P26358. DNMT1 molecular beacon, Hinp1I cleavage, fluorescence. inhibition (reported as % activation of signal), % at 10 µM. 360,000 compounds, 0.83% hits. AID 588458; in the data active means inhibition above about 50%
Target sequence (P26358 504-1616 limits assumed): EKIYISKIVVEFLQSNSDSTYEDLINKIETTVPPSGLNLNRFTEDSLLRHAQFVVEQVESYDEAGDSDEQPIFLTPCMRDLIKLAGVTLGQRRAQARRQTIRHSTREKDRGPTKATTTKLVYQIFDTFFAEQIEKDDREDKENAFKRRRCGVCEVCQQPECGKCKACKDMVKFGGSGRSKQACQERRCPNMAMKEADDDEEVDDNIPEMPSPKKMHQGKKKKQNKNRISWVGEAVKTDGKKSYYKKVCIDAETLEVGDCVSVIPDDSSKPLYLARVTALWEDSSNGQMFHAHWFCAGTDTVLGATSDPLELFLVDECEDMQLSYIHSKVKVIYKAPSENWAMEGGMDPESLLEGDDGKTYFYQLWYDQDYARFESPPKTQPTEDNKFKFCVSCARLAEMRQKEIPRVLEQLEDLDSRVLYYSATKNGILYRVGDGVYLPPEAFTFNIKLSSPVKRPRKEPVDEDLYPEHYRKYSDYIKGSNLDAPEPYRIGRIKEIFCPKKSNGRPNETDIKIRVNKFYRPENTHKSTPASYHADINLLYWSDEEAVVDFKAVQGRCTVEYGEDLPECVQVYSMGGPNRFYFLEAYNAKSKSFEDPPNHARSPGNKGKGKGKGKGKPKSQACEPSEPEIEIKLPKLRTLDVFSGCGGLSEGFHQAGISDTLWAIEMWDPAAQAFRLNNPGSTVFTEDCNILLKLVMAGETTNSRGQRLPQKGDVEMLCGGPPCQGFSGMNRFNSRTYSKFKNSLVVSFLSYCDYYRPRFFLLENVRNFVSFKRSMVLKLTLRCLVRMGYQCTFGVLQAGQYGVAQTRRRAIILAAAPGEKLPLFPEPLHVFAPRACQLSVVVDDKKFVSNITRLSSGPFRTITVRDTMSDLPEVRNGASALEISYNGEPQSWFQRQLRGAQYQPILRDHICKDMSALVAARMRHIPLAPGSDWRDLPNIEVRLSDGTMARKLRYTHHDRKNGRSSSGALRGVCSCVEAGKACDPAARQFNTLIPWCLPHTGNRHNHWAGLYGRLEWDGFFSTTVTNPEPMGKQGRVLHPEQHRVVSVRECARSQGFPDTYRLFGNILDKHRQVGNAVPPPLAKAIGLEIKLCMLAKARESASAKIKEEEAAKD
Scp-1 inhibitor: inhibitors of human Scp-1 phosphatase. Q9GZU7. Recombinant Scp1, phosphopeptide, malachite green phosphate absorbance. inhibition, % at 20 µM. 340,000 compounds, 0.88% hits. AID 493091;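 active means inhibition above about 50% at 20 µM, limit read from the data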;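 further: plate controls were DMSO wells with enzyme for no effect and wells lacking enzyme for full effect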
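Material – SCP-1 phosphatase catalytic domain, residues 76-261 · Buffer or medium – Acidic Tris acetate buffer with magnesium and detergent · Also added – Phospho 17-mer peptide substrate · Compound – single 20 µM dose, 1% DMSO · Times – 45 min room-temperature reaction, 5 min colour, 30 min stabiliser · Technique – Phosphate-binding colour reagent, absorbance read at 630 nm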
NadD block: NadD (S. aureus) enzyme inhibition; inhibition, % at 20 µM; purified NadD enzyme, colorimetric absorbance read-out; 360,000 compounds, 0.78% hits; in the data active means inhibition above about 26%; further: some compounds past the cut are filed as inactive
The depositor's hits bear a star; i = inactive; . = not tested or not shown.

SMILES	LMPTP block	MsrA inhibitor	SUMO1-SIM PPI	CSN inh	STEP block	TbMetRS inhib	Rpn11 inh	DNMT1 block	Scp-1 inhibitor	NadD block
COc1ccc(C2SCCN2C(=O)c2ccc([N+](=O)[O-])cc2)cc1 (configuration not stated)	-0.6	0.9	-22	7	-6	-0.5	i	-6	-3	2
COc1ccc(CNC(=O)CSc2nc3ccc(N)cc3s2)cc1	0.7	1.2	1	-15	2	-0.4	i	-20	-4	-1
Cc1c2c(nc3ccccc13)CC(C)(C)CC2=O	-0.9	-0.5	3	-5	9	0.0	i	-1	-5	-4
O=C1COc2ccc(C(=O)COC(=O)c3ccccn3)cc2N1	-0.8	-0.1	4	5	3	-0.4	i	-1	0	-2
CC(=O)N1CCN(CC(=O)Nc2ccccc2Sc2ccccc2)CC1	-1.6	-1.1	-3	-3	0	-0.6	i	11	2	1
CC(C)C(=O)N=C1SC2CS(=O)(=O)CC2N1Cc1ccc(Cl)cc1 (configuration not stated)	-1.2	0.6	0	7	-1	-0.1	i	1	-4	0
Cc1cc2c(c(=O)o1)C1(C)CC(C)(O2)c2c(cc(C)oc2=O)O1	-1.5	1.4	7	-6	.	-0.9	.	.	.	5
COc1ccc(C(=O)CCNc2ccc3c(c2)OCCO3)cc1	1.0	-0.8	2	-3	-1	-0.1	i	-3	-1	-3
O=C1COc2ccc(C(=O)c3ccccc3)cc2CN1	-0.4	0.1	2	-2	0	0.1	i	-3	-8	-3
COC(=O)N/N=C/c1cn(CCCOc2ccc(C)cc2)c2ccccc12	3.1	-0.5	-3	-2	3	-0.1	i	-10	-19	-7
Cc1sc2nc(CN(Cc3cccs3)C(=O)C3CC3)[nH]c(=O)c2c1C	-0.2	-1.4	3	3	0	0.0	i	1	-3	0
COc1ccc(-c2ccc(C(=O)NCc3cccs3)c3occc23)c(C)c1	5.6	2.2	2	-6	-1	0.2	i	5	.	0
CC1CCCC(NC(=O)Nc2cccs2)C1C (configuration not stated)	-1.2	0.8	6	1	2	-0.3	i	2	-6	-6
CS(=O)(=O)Nc1ccc(C2=NN(C(=O)c3ccco3)C(c3ccco3)C2)cc1 (configuration not stated)	-0.1	3.8	-19	4	3	-0.4	i	1	-5	2
Cc1nn(-c2ccc(F)cc2)c2c1cc(C#N)c1nc3ccccc3n12	0.7	-1.6	6	-1	-2	0.5	i	10	-7	13
COC(=O)[C@@H]1[C@@H](C)OC(=O)N[C@H]1c1ccccc1	-0.9	-0.9	3	-3	0	-0.2	i	0	-6	-3
O=C1NN(c2ccc(F)cc2)C(=O)/C1=C\C=C\c1ccco1	4.5	-1.3	-19	-5	7	-0.8	i	15	23	-6
COc1ccccc1NC(=O)Nc1ccnn1C1CCN(C(=O)c2ccccn2)CC1	0.3	-0.4	4	-4	0	-0.2	i	1	-8	2
COc1ccc(N(CC(O)CN2CCOCC2)S(=O)(=O)c2ccc(C)cc2)cc1 (configuration not stated)	-1.8	0.7	-5	4	-1	-0.2	i	0	-3	-4
CC1(C)CC(c2csc(N)n2)CCO1 (configuration not stated)	-2.2	0.0	0	-6	-4	-2.1	i	5	4	1
Cc1ccn(Cc2n[nH]c(=S)n2Cc2ccccc2)n1	-1.0	-0.4	-3	-5	1	-0.5	i	-1	-6	-7
COc1ccccc1-c1c(C(F)(F)F)oc2cc(OC(=O)c3ccccc3[N+](=O)[O-])ccc2c1=O	2.2	0.7	-9	3	0	-0.4	i	6	-8	5
COC(=O)[C@]12C(=O)NC[C@H](CN1c1ccc(Cl)c(C)c1)N2C	-3.4	-1.0	2	-3	-1	-0.5	i	3	-4	-5
CCOc1ccc(CCNC(=O)COC(=O)/C=C/c2ccc(OCC#N)c(OC)c2)cc1OCC	-0.9	0.4	-3	-4	1	-0.1	i	4	-6	-5
Cc1ccc(OCc2ccc(C(=O)NNC(=S)NCC3CCCO3)o2)c([N+](=O)[O-])c1 (configuration not stated)	-1.2	0.1	-11	-2	0	0.5	i	0	-2	-2
SMILES	LMPTP block	MsrA inhibitor	SUMO1-SIM PPI	CSN inh	STEP block	TbMetRS inhib	Rpn11 inh	DNMT1 block	Scp-1 inhibitor	NadD block
O=C(COc1ccc2c3c(c(=O)oc2c1)CCCC3)N1CCN(c2ccccc2)CC1	3.5	1.5	7	4	4	0.0	i	-2	-7	10
COC(C[C@H]1O[C@@H]1C(=O)[C@H](C)OCc1ccccc1)OC	-2.4	-1.3	-3	4	2	-0.2	i	13	-6	-6
CCOc1ccc(/C=N/NC(=O)CCC(=O)Nc2ccc(F)cc2)cc1	0.8	-0.2	4	4	-5	-1.9	i	3	21	-4
C/C(=N/NC(=O)c1ccc(C)s1)c1cccnc1	-0.3	1.0	-3	-3	0	-0.9	i	1	1	-6
C/C(=N/OC(=O)c1ccc(C(F)(F)F)cc1)c1oc(C)nc1C	0.8	-0.3	2	0	0	-0.9	i	-3	7	-5
CC(=O)Nc1ccc2c(c1)Cc1cc(N3C(=O)C=CC3=O)ccc1-2	0.2	0.1	28	-1	1	-0.4	i	-10	-5	4
CCCn1c(N)c(N(C)C)c(=O)n(CC(=O)Nc2ccc(OC(F)(F)F)cc2)c1=O	-0.2	-0.3	1	0	2	0.5	i	-8	-2	-1
CC(C)c1[nH]nc2c1C1(CCN(Cc3ccccc3)CC1)C(C#N)=C(N)O2	0.3	-0.9	-3	-3	-1	0.2	i	-3	-5	2
Cn1c(N)c(C(=O)CSc2ccccn2)c(=O)n(C)c1=O	-1.5	0.1	-3	0	-2	-0.5	i	6	-4	4
COc1ccccc1NC(=O)c1cc(C(=O)Nc2ccccc2OC)n(C)n1	0.6	1.1	0	5	-1	0.5	i	-3	-18	-6
COC(=O)COc1ccc(S(=O)(=O)Nc2ccc(NC(C)=O)cc2)cc1C	-0.2	-0.1	3	-1	0	-0.1	i	-1	5	2
CCOC(=O)c1csc(NC(=O)c2cccs2)n1	-0.8	2.1	2	3	1	1.1	i	3	-11	2
COc1cccc(Nc2ncnc3c2cnn3C)c1	-1.1	2.7	-4	-1	1	0.0	i	1	1	-2
O=C(CN1CCC(c2nc3ccccc3s2)CC1)NCc1ccccc1	-0.1	0.4	-1	0	-1	0.2	i	-8	-10	-3
Nc1ccc(N2CCN(C(=O)c3ccco3)CC2)cc1	23	-0.6	-7	4	-2	-0.2	i	-19	-8	-4
O=S(=O)(c1ccccc1)N(CC(O)CN1CCCC1)c1ccccc1 (configuration not stated)	5.5	-0.2	-5	0	3	-0.1	i	1	1	1
Cc1ccc(CNC(=O)CN2c3cccc4cccc(c34)S2(=O)=O)cc1	0.7	0.6	-17	-2	1	-0.5	i	-9	-3	-2
CC(C)c1ccc(CNNC(=O)c2ccccc2)cc1	-0.4	0.8	0	-1	0	-0.6	i	1	-2	2
COc1ccc(-n2c(=O)cc(N3CC(C)OC(C)C3)[nH]c2=O)cc1 (configuration not stated)	-1.5	-0.1	4	1	-3	-0.3	i	-3	-14	-4
CCOC(=O)[C@H]1[C@H]2COc3ccccc3[C@@H]2N2C(=O)CN(CC3CCCO3)C(=O)[C@@]12C (some centres not stated)	-2.7	-0.1	-3	3	-1	-0.2	i	1	-2	0
Cc1ccc(NCc2nnc(SCC(=O)OC3CCCCC3)o2)c(C)c1	0.3	0.5	3	6	-7	-0.8	i	0	-1	-6
O=C(CNC(=O)c1ccccc1O)N/N=C/c1ccccn1	0.3	0.9	-1	-4	-2	-0.6	i	5	-10	-2
O=S(=O)(c1ccccc1)c1nc(-c2ccco2)oc1NCCN1CCOCC1	-1.9	0.5	-6	1	0	-0.8	i	-4	-4	-3
O=C1CC(c2cc(-c3ccccc3)no2)C1	-0.2	-0.5	6	0	-2	-0.3	i	-1	-6	-3
Cc1c(C(=O)O)sc2ncn(C)c(=O)c12	-0.5	1.2	3	3	2	0.4	i	1	-4	-4

Arranged by SMILES length (smallest number first): part of the list above
SMILES	LMPTP block	MsrA inhibitor	SUMO1-SIM PPI	CSN inh	STEP block	TbMetRS inhib	Rpn11 inh	DNMT1 block	Scp-1 inhibitor	NadD block
CCOC(=O)c1csc(NC(=O)c2cccs2)n1	-0.8	2.1	2	3	1	1.1	i	3	-11	2
Cn1c(N)c(C(=O)CSc2ccccn2)c(=O)n(C)c1=O	-1.5	0.1	-3	0	-2	-0.5	i	6	-4	4
O=S(=O)(c1ccccc1)c1nc(-c2ccco2)oc1NCCN1CCOCC1	-1.9	0.5	-6	1	0	-0.8	i	-4	-4	-3

Next part
SMILES	LMPTP block	MsrA inhibitor	SUMO1-SIM PPI	CSN inh	STEP block	TbMetRS inhib	Rpn11 inh	DNMT1 block	Scp-1 inhibitor	NadD block
CC(=O)Nc1ccc(N2CCN(Cc3ccccc3)CC2)cc1	-1.0	0.0	2	1	1	-1.3	i	3	-4	4
C=CCn1c(C)cc(C2=NNC(=NCC)SC2)c1C	1.9	2.5	-3	-1	-1	-1.4	i	-3	-1	-1
COc1cc(NC(=O)CN2C(=O)C(C)N(c3ccc(C)cc3)C2=O)cc(OC)c1 (configuration not stated)	1.3	0.1	-8	-2	-1	-0.3	i	-4	1	-8
Cn1ncc(C#N)c1NC(=O)C1CC(c2ccc(Cl)c(Cl)c2)=NO1 (configuration not stated)	0.0	-1.4	5	2	-1	-0.2	i	0	-1	-2
CCCCNC(=O)[C@@H]1CC=C[C@@H]2CCN(Cc3ccc(Cl)c(Cl)c3)C(=O)[C@@H]21	1.2	-0.9	4	-2	1	-0.2	i	-10	4	10
CCCCNC(=O)CN1C(=O)NC2NC(=O)NC21 (configuration not stated)	-0.7	-0.5	8	-4	0	-0.2	i	-1	22	-1
CC(C)(C)c1ccc(C(=O)NCc2ccco2)cc1	-0.9	-1.4	-3	-1	1	0.4	i	0	-11	-10
Cc1cc(C)cc(-c2nnc(SCC(=O)NC3CC3)o2)c1	-0.9	0.7	-6	-1	-2	0.6	i	2	4	0
CN=c1scc(-c2ccccc2F)n1/N=C/c1ccc[nH]1	1.7	1.6	-7	9	-4	-1.0	i	-16	3	9
O=C(Cn1nnc2ccccc2c1=O)NCCc1ccc(Cl)cc1Cl	-0.4	0.8	-9	6	3	6.5*	i	-3	1	-3
C=CCN(C(=O)c1cccc(N2C(=O)C3CC=CC(C)C3C2=O)c1)c1ccccc1 (configuration not stated)	0.8	-0.5	-4	-7	2	-0.7	i	-5	-12	-2
O=C1C(Nc2ccccc2)=C(N2CCCCC2)C(=O)c2ccccc21	-1.5	0.8	-18	11	1	-0.2	i	2	-10	-10
